# Screening results from PubChem BioAssay.
# Rv3671c inh – Rv3671c serine protease inhibitors, primary screen, biochemical, fluorescence polarization, M. tuberculosis H37Rv; 0.048% of 320,000 active; inhibition, % at 5.96 µM; AID 2606, 2010; in the data active = inhibition above about 38%;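 note: extracellular domain of Rv3671c used as enzyme; 0% = enzyme with DMSO and 100% = no enzyme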
# CCHF vOTU inh – CCHFV vOTU protease inhibitors, primary screen, biochemical, Pep-AMC substrate, fluorescence; Crimean-Congo hemorrhagic fever virus L polyprotein viral ovarian tumor (vOTU) protease …; inhibition, % at 11.5 µM; 0.55% of 370,000 active; note: 0% = vehicle wells with enzyme and 100% = no enzyme wells
# FBA Mtb inh – Mtb FBA enzyme inhibitors, primary screen, biochemical, fluorescence, strain H37Rv; Fructose-bisphosphate aldolase (Mycobacterium tuberculosis (strain ATCC 25618 / H37Rv)), …; purified M. tuberculosis FBA, fluorescence read-out; inhibition, % at 1 µM; 2.3% of 360,000 active; in the data active = inhibition above about 27%;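 note: 0% = vehicle and 100% = reference inhibitor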
# Target sequence (P9WQA3 whole entry, looked up): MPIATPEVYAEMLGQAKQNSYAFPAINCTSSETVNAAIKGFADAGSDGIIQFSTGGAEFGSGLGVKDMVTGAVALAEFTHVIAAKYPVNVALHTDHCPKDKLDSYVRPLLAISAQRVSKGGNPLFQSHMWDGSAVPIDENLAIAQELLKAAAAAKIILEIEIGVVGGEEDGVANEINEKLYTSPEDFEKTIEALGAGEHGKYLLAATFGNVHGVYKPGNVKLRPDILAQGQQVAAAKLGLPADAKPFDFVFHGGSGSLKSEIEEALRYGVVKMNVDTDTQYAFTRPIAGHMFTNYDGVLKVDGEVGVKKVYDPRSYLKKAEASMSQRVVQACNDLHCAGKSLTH
# VHR inh abs – VHR1 phosphatase inhibitors, primary screen, biochemical, absorbance, uHTS; Dual specificity protein phosphatase 3 (Homo sapiens), P51452; recombinant VHR phosphatase, pNPP absorbance; inhibition, % at 13.3 µM; 0.52% of 290,000 active; in the data active = inhibition above about 50%; note: some compounds called inactive have numbers as strong as hits
# Target sequence (P51452 whole entry, looked up): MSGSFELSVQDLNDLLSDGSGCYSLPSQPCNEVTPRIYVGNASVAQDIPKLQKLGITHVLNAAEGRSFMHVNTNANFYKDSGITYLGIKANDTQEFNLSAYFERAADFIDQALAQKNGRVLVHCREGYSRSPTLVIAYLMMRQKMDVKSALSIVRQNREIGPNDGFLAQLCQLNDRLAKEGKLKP
# FadD28 binding – inhibitors of FadD28 bisubstrate probe binding, primary screen, biochemical, fluorescence polarization, single point | 0.22% of 360,000 active | inhibition, % at 12.5 µM; in the data active = inhibition above about 8.5%, passing the limit was not always enough; inconclusive = no clear call, values can overlap the other calls
# Mtb UGM inh – M. tuberculosis UGM enzyme inhibitors, primary screen, biochemical, fluorescence polarization, single point | UDP-galactopyranose mutase (Mycobacterium tuberculosis (strain ATCC 25618 / H37Rv)), … | purified UGM, fluorescence polarization probe displacement | inhibition, % at 10 µM | 0.06% of 320,000 active; in the data active = inhibition above about 10%, passing the limit was not always enough; inconclusive = no clear call, values can overlap the other calls
# Target sequence (P9WIQ1 whole entry, looked up): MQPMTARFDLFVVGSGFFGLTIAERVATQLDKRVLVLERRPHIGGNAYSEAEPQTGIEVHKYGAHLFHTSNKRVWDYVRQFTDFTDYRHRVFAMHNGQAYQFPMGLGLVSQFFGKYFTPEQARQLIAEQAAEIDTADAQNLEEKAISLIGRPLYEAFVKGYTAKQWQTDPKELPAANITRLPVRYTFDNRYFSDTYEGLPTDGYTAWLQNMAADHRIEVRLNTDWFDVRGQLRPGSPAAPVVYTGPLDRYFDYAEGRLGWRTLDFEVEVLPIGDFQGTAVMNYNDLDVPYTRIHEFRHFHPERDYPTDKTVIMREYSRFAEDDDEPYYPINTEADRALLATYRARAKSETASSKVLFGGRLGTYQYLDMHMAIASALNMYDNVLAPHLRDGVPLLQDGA
# GDH-TPI inh – GDH-TPI coupling enzyme inhibitors, primary screen, artefact control for M. tuberculosis FBA inhibitor project, biochemical, absorbance, full deck. 1.2% of 360,000 active. inhibition, % at 4.8 µM. GDH-TPI coupled enzyme counterscreen, NADH absorbance;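 note: 0% = DMSO wells and 100% = wells lacking the enzyme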
# MazF activator – activators of E. coli MazEF toxin-antitoxin RNase, primary screen, biochemical, fluorescence, uHTS. 0.32% of 350,000 active. AID 504720, 2011. FAM/BHQ RNA-DNA oligo cleavage fluorescence, 5 h. Endoribonuclease toxin MazF (Escherichia coli (strain K12)), P0AE70. activation, % at 20 µM; in the data active = activation above about 50%
# Target sequence (P0AE70 whole entry, looked up): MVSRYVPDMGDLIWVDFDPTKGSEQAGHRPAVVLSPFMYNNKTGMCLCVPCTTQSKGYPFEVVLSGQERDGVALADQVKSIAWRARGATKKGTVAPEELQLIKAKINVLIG
# BoNT F protease – BoNT/F light chain protease inhibitors, primary screen, biochemical, flow cytometry, MLPCN library; Botulinum neurotoxin type F light chain protease (Clostridium botulinum); Multiplex microsphere protease cleavage assay; inhibition, % at 10 µM; 0.22% of 360,000 active; AID 588497, 2011; in the data active = inhibition above about 35%, passing the limit was not always enough; inconclusive = no clear call, values can overlap the other calls; note: plate controls were buffer without enzyme for full effect and enzyme alone for no effect
# BioA inh – M. tuberculosis BioA enzyme inhibitors, primary screen, biochemical, plate reader, single point, HTS. 7,8-diaminopelargonic acid synthase BioA (Mycobacterium tuberculosis). 0.096% of 360,000 active. inhibition, % at 9.99 µM. AID 602481, 2012. purified M. tuberculosis BioA enzyme; in the data active = inhibition above about 40%; inconclusive = no clear call, values can overlap the other calls
# The depositor's hits bear a star; ? = inconclusive; nt = not tested or not shown; + = active, no number. Cut-off read from the data, not from the text of the source, unless noted: active = inhibition above about 30%; inactive = the rest.
SMILES,Rv3671c inh,CCHF vOTU inh,FBA Mtb inh,VHR inh abs,FadD28 binding,Mtb UGM inh,GDH-TPI inh,MazF activator,BoNT F protease,BioA inh
CS(=O)(=O)c1ccc2nc(N)sc2c1,2,-17,2,29,-3.8,1.0,-1,-2,-3,-2.3
COc1cccc(NC(=O)Cc2ccc(C)cc2)c1,5,10,-5,16,0.2,-0.9,8,0,-19,-3.6
Cc1ccc(NC(=S)N(Cc2cccs2)Cc2cc3cc(C)cc(C)c3[nH]c2=O)cc1,1,-1,-5,25,-2.5,-0.8,2,-7,1,nt
COC(=O)[C@H]1C[C@H]1[C@@H](NC(=O)c1cccnc1)c1ccccc1,8,-3,2,nt,-1.7,0.0,9,4,9,-1.1
CC(C)NC(=S)Nc1c(N)[nH]c(=O)[nH]c1=O,6,-4,2,-4,-2.8,-0.3,-10,2,1,-0.1
CC(C)C[C@H](NC(=O)C1CCN(S(=O)(=O)c2ccccc2)CC1)C(=O)NCc1ccccn1,-2,-9,1,2,-2.3,-0.2,6,-1,-1,-1.9
O=[N+]([O-])c1cccnc1SCc1ccccc1,0,7,0,10,nt,-1.2,12,-18,2,-0.4
COc1ccc(N2CCN(C(=S)Nc3cccc(C)c3C)CC2)cc1,-3,3,2,14,2.0,-2.9,6,7,-6,0.1
N#Cc1c(-c2ccccc2)nc(SCC(=O)Nc2ccc(OC(F)(F)Cl)cc2)[nH]c1=O,-34,31*,4,nt,-4.8,-2.0,8,1,-1,9.0
CCOCCCNC(=O)c1cc(Sc2nnc(C)s2)nc2ccccc12,1,5,-1,9,-3.4,1.8,2,2,0,0.5
CC1(NC(=O)C2CCN(C(=O)Nc3ccccc3)CC2)CCS(=O)(=O)C1 (centres undefined),-3,11,-1,12,-0.7,-1.2,1,8,-8,0.8
Cc1cccc(Nc2cc(=O)n(C)c(=O)n2C)c1,nt,-11,0,nt,1.3,nt,11,7,4,-0.5
COc1ccccc1-n1c(SCC(=O)Nc2ccccc2C)nc(O)cc1=O,-20,19,1,30,-0.4,5.3,-13,-2,5,2.1
CCOc1ccc(S(=O)(=O)N2CCN(C(=O)c3cc([N+](=O)[O-])ccc3N3CCOCC3)CC2)cc1,0,-7,0,nt,0.8,-2.2,7,-1,-10,-1.1
CC(C)(C)OC(=O)C[C@H]1C/C=C\C[C@H](CC(=O)N[C@H](CO)Cc2ccccc2)C(=O)N[C@H](C(C)(C)C)COC1=O,1,4,7,nt,-2.4,-3.8,2,0,-1,-0.5
C=CCn1c(O)c2ccc(C(=O)N=NC(=O)COc3ccc(OC)cc3)cc2c1O,0,11,0,29,-4.7,-0.8,12,0,4,-0.8
CS(=O)(=O)c1ccc(CNC(=O)[C@]2(C(F)(F)F)C[C@H](CCc3ccccc3)CCCO2)cc1,-5,-2,1,nt,-3.6,1.8,-5,1,1,0.0
COc1ccc(N2CCN(C(=O)NCc3cccc(OC)c3)CC2)cc1,-4,15,0,22,0.5,0.8,1,4,13,-0.4
COc1cccc(-n2nc(C(=O)N3CCN(Cc4ccccc4)CC3)c3ccccc3c2=O)c1,-2,9,3,-5,1.6,-4.8,4,4,2,nt
Cc1cc(C)nc(Sc2ccc([N+](=O)[O-])cc2[N+](=O)[O-])n1,-1,21,2,11,-1.0,-2.9,9,1,-4,nt
CCOc1ccc(Nc2nc(Cc3nnc(SCC(=O)O)o3)cs2)cc1,3,14,2,14,4.6,-0.8,10,5,-4,1.1
Cc1ccc(N(CC(=O)N2CCN(Cc3ccccc3)CC2)S(C)(=O)=O)cc1C,-5,-10,2,43,-0.4,-1.2,-2,6,4,-0.2
CNc1ccc2ncc(-c3ccccc3NC(C)=O)n2n1,nt,-27,47*,nt,0.1,nt,7,nt,2,0.0
CC(C)[C@H](NC(=O)c1cccc(CN(Cc2ccccc2)C(=O)c2ccccc2)c1)C(=O)O,6,1,2,nt,-2.1,0.6,3,-3,?,nt
O=C1CCN(Cc2ccc(Cl)cc2Cl)C(=O)N1,nt,-4,0,nt,-1.4,nt,-5,7,-3,1.5
COc1ccc(Cc2nnc(SCC(=O)Nc3ccc(C)cc3C)[nH]c2=O)cc1,7,6,3,nt,-1.5,0.8,6,0,-7,nt
COc1ccc(N2CCN(c3oc(Cc4cccc5ccccc45)nc3C#N)CC2)cc1,-2,7,0,-1,0.4,3.2,3,8,-14,0.4
Cc1ccc2nc(N3CCN(C(=O)c4ccco4)CC3)c3nncn3c2c1,0,-6,-1,6,-0.7,3.3,13,6,7,-0.6
CN(Cc1ccc(N(C)C)cc1)C(=O)c1cc2ccccc2o1,8,9,-1,16,nt,-2.3,-8,2,2,2.4
COc1cccc(CNC(=O)CCCNC(=O)c2ccc(Cl)cc2)c1,-1,4,-1,-3,-1.3,-1.0,-4,1,-3,0.7
O=C(Nc1cccc([N+](=O)[O-])c1)NC1CCCCCCC1,nt,11,0,7,18*,1.1,-8,0,1,-0.8
O=C(CCCCCn1c(=S)[nH]c2ccccc2c1=O)N1CCOCC1,-3,3,0,17,0.9,2.7,16,-5,0,nt
CCOc1cc(N2CCOCC2)c(OCC)cc1NC(=O)C(C)(C)C,6,-1,-2,17,-3.8,3.8,-1,5,-5,nt
O=C(O)CSc1cc(C(=O)c2cc(F)ccc2O)cn2c(=O)c3c(-c4ccccc4)csc3nc12,-83,33*,9,31,-25,-0.5,23,-10,-7,3.6
COc1ccc2cc3cc(C(=O)NCCCN4CCOCC4)oc3nc2c1,-7,-259,+,21,-4.2,-0.8,33*,4,-19,-1.4
COc1ccc(CCNC(=O)CCC(=O)n2ncc3cc(C)ccc32)cc1OC,1,-4,1,-2,2.7,5.1,-1,-41,-2,-1.9
O=C(Nc1ccc2ccccc2c1)c1cnccn1,-9,-7,2,11,-2.9,1.6,10,-5,-16,2.9
Cc1ccc(/C=C2/Sc3ccccc3N(CC(=O)NCC3CCCO3)C2=O)cc1 (centres undefined),-6,nt,-5,-6,-3.6,-2.0,1,3,-2,0.0
NC(=O)c1nc(N2CCOCC2)nc(N2CCOCC2)n1,6,9,1,-16,-1.9,0.1,-2,4,2,-3.1
O=C(c1ccc(=O)[nH]n1)N1CCN(S(=O)(=O)c2cccc(F)c2)CC1,nt,9,3,nt,?,nt,5,-1,1,-0.2
COC(=O)C(NC(=O)c1ccccc1)=C1C=C(C)OC(C)=C1,7,17,-3,18,-2.7,-0.7,31*,-25,-1,0.0
COc1ccc(-c2cc(C(=O)NC(C)C)no2)cc1,1,-9,7,-18,-1.2,-0.3,4,2,-5,nt
O=c1[nH]c(=S)[nH]cc1Oc1ccc(Br)cc1Br,nt,7,1,nt,-2.0,nt,16,-1,-4,5.8
CCc1ccccc1NC(=O)Nc1cccn(Cc2ccc(F)cc2)c1=O,3,-4,4,16,-1.9,-1.0,-2,3,-9,nt
CC(C)CN1CCN(Cc2cccc3ncccc23)CC1CCO (centres undefined),8,3,2,21,-3.3,0.0,-3,1,0,nt
c1cnc2c(OCc3cn4cccnc4n3)cccc2c1,-5,-8,4,13,-3.8,3.1,-11,-5,-6,7.5
COc1ccc(/C=N/NC(=O)c2ccc(COCC(F)(F)C(F)F)cc2)cc1,-6,-1,-3,5,-4.2,2.1,7,-4,-6,nt
Cc1oc(-c2ccccc2Cl)nc1CN1C(=O)CN=C(c2ccccc2)c2ccccc21,-7,25,-3,-22,-8.5,0.5,-8,1,-5,1.0
O=C(c1ccco1)N(CCCN1CCOCC1)c1nc(-c2ccc(F)cc2)cs1,-8,-13,0,2,-1.5,-3.5,7,0,-16,-3.2
CCOc1cc(CNCCc2c[nH]c3ccccc23)cc(Cl)c1OCC(N)=O,-3,-1,-7,-4,-0.8,1.5,3,8,-9,2.4
# Continuation.
SMILES,Rv3671c inh,CCHF vOTU inh,FBA Mtb inh,VHR inh abs,FadD28 binding,Mtb UGM inh,GDH-TPI inh,MazF activator,BoNT F protease,BioA inh
Cc1cc(NN)nc(NS(=O)(=O)c2ccccc2)n1,-10,8,-2,11,-3.1,1.0,0,6,-1,-1.6
CCOC(=O)c1cc(C#N)c(NCc2ccccc2)nc1C,-2,-4,18,4,-0.9,-2.2,3,5,-11,-0.6
CCc1ccc(N(C)S(=O)(=O)c2ccc3[nH]cc(C(=O)NCCN4CCOCC4)c(=O)c3c2)cc1,-6,-6,5,12,-5.9,1.6,12,1,2,-0.2
CCOc1ccc(OCc2ccc(C(=O)Nc3cccnc3)cc2)cc1,-9,7,0,nt,-5.2,-3.8,0,3,-10,-1.2
Fc1ccc(NC(=S)NNc2ncc(C(F)(F)F)cc2Cl)c(F)c1,8,-10,3,29,-0.9,-3.0,7,1,-4,nt
COc1ccccc1-n1cnc(N)c1C(=O)c1ccccc1,-3,17,0,8,-9.3,0.1,4,-1,0,-0.3
COc1ccc(NC(=O)c2nc(-n3nc(C)cc3C)ccc2Cl)cc1Cl,-6,-6,3,-5,-0.8,1.5,2,2,2,nt
Cc1ccc(C)c(CSC2=NN3CCCC(=O)N=C3S2)c1,-2,-8,3,10,-0.5,0.1,3,-7,3,nt
Cc1ccccc1NC(=O)CN1CCN(C(=O)c2ccco2)CC1,-4,-2,-6,14,-4.4,-0.7,-6,2,-2,0.2
COc1ccc2c(=O)c(N3C(=O)c4ccccc4C3=O)c(C)oc2c1,0,-11,1,29,-0.7,-0.4,8,-10,8,3.3
Cc1ccccc1NS(=O)(=O)c1ccc2oc(=O)ccc2c1,4,-6,3,14,0.8,-5.5,2,4,12,1.0
CC(=O)NC(c1ccc(F)c(F)c1)c1nc(-c2ccccc2C)cs1 (centres undefined),nt,0,3,nt,-1.9,nt,8,nt,-1,2.5
COCCNC(=O)C1(C)CCCN(C(=O)c2cccnc2SC)C1 (centres undefined),nt,-1,7,nt,-1.5,nt,8,nt,1,-0.3
Cc1ccc(C(C)C)c(OCCSc2nc3ccccc3n2CC(=O)O)c1,2,2,-1,3,-4.3,3.9,6,-2,-12,-1.1
CC(CCc1ccccc1)NCc1ccncc1 (centres undefined),0,-5,4,-2,0.4,-0.5,6,7,-4,-1.0
Cn1cc(Cl)c(C(=O)Nc2nc3ccc(Cl)cc3s2)n1,0,-16,-1,27,-1.1,0.4,10,19,2,-0.7
Cc1nn(CC(=O)Nc2ccc3c(c2)nc(CCN2CCCCC2)n3C)c(=O)c2ccccc12,0,-7,10,13,-3.1,nt,-4,-3,-1,0.3
CCOc1ccc2c(c1)/C(=N/N1C(=O)c3ccccc3C1=O)C(=O)N2,-2,10,1,8,-4.7,-0.1,0,6,7,nt

# By substructure, the compounds so far with a nitro group on carbon.
SMILES,Rv3671c inh,CCHF vOTU inh,FBA Mtb inh,VHR inh abs,FadD28 binding,Mtb UGM inh,GDH-TPI inh,MazF activator,BoNT F protease,BioA inh
O=[N+]([O-])c1cccnc1SCc1ccccc1,0,7,0,10,nt,-1.2,12,-18,2,-0.4
CCOc1ccc(S(=O)(=O)N2CCN(C(=O)c3cc([N+](=O)[O-])ccc3N3CCOCC3)CC2)cc1,0,-7,0,nt,0.8,-2.2,7,-1,-10,-1.1
Cc1cc(C)nc(Sc2ccc([N+](=O)[O-])cc2[N+](=O)[O-])n1,-1,21,2,11,-1.0,-2.9,9,1,-4,nt
O=C(Nc1cccc([N+](=O)[O-])c1)NC1CCCCCCC1,nt,11,0,7,18*,1.1,-8,0,1,-0.8
